Source: PubChem BioAssay
GLP1R inv ag: GLP-1 receptor (human) inverse agonism; HEK293 GLP-1R CRE-luciferase, luminescence, 24 h; GLP-1R form is constitutively active; Potency, µM (top dose mostly 38.3 µM), inactives show at the top dose activity change, negative = inhibition, hits mostly inhibitors; 410,000 compounds, 1.6% hits; P43220; further: potency means the concentration at half of the fitted maximal effect; on the % scale 0 is the no-effect control and ±100 the full control effect; nearly all actives have a fitted effect of over 55% in size
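GLP-1R inverse agonism mode: basal reporter luminescence in engineered HEK293 cells measured after one day of compound exposure at 37 deg C, with a 12 min room-temperature detection step.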
GLP1R ag: GLP-1 receptor (human) agonism. Potency, µM (highest dose often 45.6 µM), for inactives: at the top dose activation, hits mostly activators. HEK293 GLP-1R CRE-luciferase, luminescence, 4-6 h; cells express a hypersensitive GLP-1R form. 380,000 compounds, 0.007% hits. AID 624172; further: potency means the concentration at half of the fitted maximal effect; % of control where 0% means no effect
aSyn rescue: rescues yeast growth from alpha-synuclein toxicity; Yeast expressing alpha-synuclein, growth rescue, BacTiter-Glo, 24 h; Potency, µM (doses to about 46.1 µM), without a hit: at the top dose growth rescue (activation), hits mostly activators; 370,000 compounds, 0.14% hits; further: potency means the concentration at half of the fitted maximal effect; % of control where 0% means no effect; nearly all actives have a fitted effect of over 65% in size
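Galactose-induced alpha-syn yeast (OD600=0.02, raffinose-pregrown) + pinned cpd, 24 hr, 30 deg C; growth by BacTiter-Glo luminescence. Growth restoration scores as activation.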
TDP-43 yeast inh: inhibitors of TDP-43 toxicity in yeast | TDP-43 expressing yeast growth rescue, BacTiter-Glo, 24 h | Potency, µM (series often up to 46.1 µM), for the others: top-dose growth rescue (activation), most hits filed as activators | 410,000 compounds, 1.8% hits | AID 652104; further: potency means the concentration at half of the fitted maximal effect; % of control where 0% means no effect; nearly all actives have a fitted effect of over 50% in size
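In this qHTS, compounds that restore growth of yeast expressing TDP-43 appear as activators. Cells (OD600=0.02, galactose medium, raffinose-pregrown) are incubated with compound 24 hr at 30 deg C and growth is quantified by BacTiter-Glo.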
D3 antag: antagonists of human D3 dopamine receptor. D3R cells, DiscoveRx beta-arrestin luminescence, antagonist mode; stronger effect = lower value. 360,000 compounds, 2.5% hits. max response, negative = inhibition, %; in the data active means max response below about -50%; inconclusive means no clear call, values can overlap the other calls; further: on the % scale 0 is the no-effect control and ±100 the full control effect; mostly tested at two doses, the higher about 12 µM
Target sequence (P35462 whole entry, looked up): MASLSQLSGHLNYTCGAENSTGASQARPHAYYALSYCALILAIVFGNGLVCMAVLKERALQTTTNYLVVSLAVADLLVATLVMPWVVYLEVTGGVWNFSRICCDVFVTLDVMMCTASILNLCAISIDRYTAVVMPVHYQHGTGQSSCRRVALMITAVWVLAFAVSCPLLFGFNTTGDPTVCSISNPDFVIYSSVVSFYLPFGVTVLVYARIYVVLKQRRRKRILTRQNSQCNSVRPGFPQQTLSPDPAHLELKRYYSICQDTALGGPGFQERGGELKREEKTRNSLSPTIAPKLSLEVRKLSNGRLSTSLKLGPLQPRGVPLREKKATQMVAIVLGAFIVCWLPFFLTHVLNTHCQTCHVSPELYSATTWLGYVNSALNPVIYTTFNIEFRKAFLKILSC
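Cells expressing the human receptor were seeded at 1500 cells/well, incubated overnight at 37 degrees C in 5% CO2, then exposed to library compounds with dopamine controls for 90 minutes at 37 degrees C before luminescent detection.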
PTHR1 agonist: agonists of human PTHR1 parathyroid hormone receptor; Q03431; HEK293 GP2 PTHR1 cells, GloSensor cAMP luminescence, 1 h; Potency, µM (highest dose often 115 µM), without a hit: top-dose activation, most hits filed as activators; 410,000 compounds, 0.075% hits; further: potency means the concentration at half of the fitted maximal effect; nearly all actives have a fitted effect of over 55% in size; some results filed as inactive show a strong effect at the top dose; inactives centre near -15; many of its hits are not listed in these tables
Target sequence (Q03431 whole entry, looked up): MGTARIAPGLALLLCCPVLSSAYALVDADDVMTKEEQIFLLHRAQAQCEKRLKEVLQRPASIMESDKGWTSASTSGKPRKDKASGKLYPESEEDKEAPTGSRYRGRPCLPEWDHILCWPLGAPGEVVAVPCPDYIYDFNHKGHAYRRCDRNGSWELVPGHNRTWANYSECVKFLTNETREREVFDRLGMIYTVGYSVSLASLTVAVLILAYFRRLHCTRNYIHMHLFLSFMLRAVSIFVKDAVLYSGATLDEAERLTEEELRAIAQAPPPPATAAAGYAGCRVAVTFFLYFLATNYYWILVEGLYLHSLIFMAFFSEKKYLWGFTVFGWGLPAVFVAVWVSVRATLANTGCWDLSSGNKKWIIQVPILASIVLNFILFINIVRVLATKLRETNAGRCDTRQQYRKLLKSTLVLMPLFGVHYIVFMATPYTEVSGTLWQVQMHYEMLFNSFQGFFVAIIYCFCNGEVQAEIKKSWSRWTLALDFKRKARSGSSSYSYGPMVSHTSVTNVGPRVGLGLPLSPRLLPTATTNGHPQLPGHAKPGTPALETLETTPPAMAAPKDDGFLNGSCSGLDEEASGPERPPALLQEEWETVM
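HEK-293-derived GP2 cells expressing PTHR1 and a GloSensor cAMP reporter, 3,000/well, plated overnight, given luciferin plus IBMX (each 0.5 mM as added) for 1 h at 37 °C, then compound for 1 h at 37 °C. Luminescence was read after 15 min at room temperature.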
HEK293 tox: cytotoxicity counter-screen for GLP-1 receptor inverse agonists; HEK293 cAMP-luciferase reporter cells, luminescence, 24 h; Potency, µM (doses to about 38.3 µM), without a hit: at the highest dose activity change, negative = inhibition, hits mostly inhibitors; 410,000 compounds, 0.13% hits;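 further: loss of luciferase light is scored as toxicity; potency means the concentration at half of the fitted maximal effect; on the % scale 0 is the no-effect control and ±100 the full control effect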
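Cells in DMEM/10% Nu serum/1% pen-strep, 1536-well format. Pre-incubated 12 h, dosed with 23 nL compound, incubated a further 24 h. Luciferase detection, 12 min at room temp, luminescence.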
KB-V1 MDR tox: KB-V1 MDR subline cytotoxicity; AID 1347076; 400,000 compounds, 3.4% hits; Potency, µM (highest dose often 46.1 µM), without a hit: at the highest dose activity change, negative = cytotoxicity, usual class: cytotoxic; KB-V1 MDR cells viability, CellTiter-Glo, 72 h; further: potency means the concentration at half of the fitted maximal effect; on the % scale 0 is the no-effect control and ±100 the full control effect; nearly all actives have a fitted effect of over 60% in size
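KB-V1 MDR subline cells in DMEM (phenol-red free, 10% FBS) exposed to compounds in qHTS concentration series for 72 h at 37 degrees C. Viability read by CellTiter-Glo luminescence; concentration-effect curves fitted after normalization and correction.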
DRD3 agonist: activates the human D3 dopamine receptor; P35462; D3R DiscoveRx beta-arrestin cells, luminescence, 90 min; max activation, %; 410,000 compounds, 0.58% hits; AID 652048; in the data active means max activation above about 30%; further: 0% is about no effect; mostly tested at two doses, the higher about 12 µM
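Cells at 1500/well, incubated overnight, then treated with pinned compounds (dopamine as control) for 90 min at 37 degrees C. DiscoveRx reagent added for 30 - 60 minutes at room temperature; luminescence read.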
Active calls of the source: *; i = inactive; ? = inconclusive; nt = no result given; & = joins results of further samples; [ ] = another dose, or the depositor's remark. Unless noted, the call rests on the fitted dose curve; in most records, active means well fitted curve in the direction sought with a large enough effect; inconclusive means small, poorly fitted or top-dose-only effect, or another doubt; inactive means no such curve, though single readings can be large; an effect the other way counts as inactive or inconclusive.

SMILES	GLP1R inv ag	GLP1R ag	aSyn rescue	TDP-43 yeast inh	D3 antag	PTHR1 agonist	HEK293 tox	KB-V1 MDR tox	DRD3 agonist
O=C(CCN1CCN(C/C=C/c2ccccc2)CC1)Nc1ccccc1F	-34%	0%	-4%	4%	-11	-34%[inhibitor]	-16%	0%	5
Cc1ccc(NNC(=O)c2cc(C(C)(C)C)nn2Cc2ccccc2)cc1	3.2µM*	-1%	13%	29%	-9	i	4%	-29%	-13
O=C(Cn1cnc2c(cnn2-c2ccc(F)cc2)c1=O)NCC1CCCO1 (stereo not given)	21%	0%	23%	2%	8	i	-1%	-2%	7
CN1C(=O)CC(c2ccccc2)C1=O (stereo not given)	0%	1%	2%	0%	2	-23%	0%	20%	7&11
Cc1cc(C)c(C#N)c(SC(F)F)n1	1%	-4%	0%	-10%	7	i	3%	0%	0
Cc1ccccc1CNC(=O)c1ccc(CS(=O)Cc2ccc(Cl)cc2)o1 (stereo not given)	-13%	nt	nt	21%	nt	-27%	4%	nt	-8
CC(C)CC(=O)N1CCN(Cc2ccc3ccccc3c2)CC1	-23%	-3%	-9%	2%	17	-27%	-12%	0%	1
CCOc1ccc(CN(C)C(=O)c2cccnc2SC)cc1OC	8%	1%	-2%	25%	11	-1%	-16%	7%	5
CC(C)CNC(=O)c1c(F)c(F)c(F)c(F)c1F	-11%	0%	1%	1%	5	21%	-13%	-11%	0
Cc1cc(C)n(C(=O)C(C)N2C(=O)c3ccccc3C2=O)n1 (stereo not given)	0%	4%	0%	-19%	16	-1%	6%	15%	2
COc1ccc(C(=O)Nc2nncs2)cc1S(=O)(=O)N1CC(c2ccccc2)CC1=O (stereo not given)	19%	-2%	-4%	11%	16	-13%	1%	-1%	3
COC(=O)c1sc2ccccc2c1NC(=O)c1ccc(S(=O)(=O)N2CCCCC2)cc1	3%	2%	-6%	21%	7	i	1%	-6%	38*
COc1ccc(Nc2ncccc2C(=O)NCc2ccccc2)cc1	?	24%	-4%	-1%	16	-13%	2%	?	11
c1ccc(CNc2ncnc3c2cnn3-c2ccccc2)cc1	3%	7%	1%	?	?	-12%[57.5 µM]	?	2.6µM*	0
Cc1ccc(S(=O)(=O)c2ccc(Cl)cc2)cc1S(=O)(=O)N1CCOCC1	0%	5%	1%	17%	23	i	1%	?	-1
Cc1nc2ccn(Cc3cccnc3)c(=O)c2cc1C(=O)NCc1ccc(Cl)cc1	-31%	nt	nt	8%	nt	i	0%	7%	-10
O=C(Nc1ccccc1N1CCCC1)c1ccccc1F	?	15%	-7%	25%	4	-4%	0%	?	3
Cc1nc(-c2ccc(F)cc2)sc1CCNC(=O)c1ccc(C(C)(C)C)cc1	?	nt	nt	-3%	nt	-12%	-1%	-27%	1
CCOC(=O)c1c(/N=C/C2C(=O)CC(C)(C)CC2=O)sc2c1CCCC2	-8%	15%	0%	?	-9	-7%	-14%	17%	-9
Nc1nc(SCc2ccccc2)c2ncn(CCO)c2n1	61%[activator]	8%	-1%	-12%	9	i	76%[activator]	7%	11

Three entries out of the list, ordered by heavy-atom count, largest number first:
SMILES	GLP1R inv ag	GLP1R ag	aSyn rescue	TDP-43 yeast inh	D3 antag	PTHR1 agonist	HEK293 tox	KB-V1 MDR tox	DRD3 agonist
Cc1ccc(S(=O)(=O)c2ccc(Cl)cc2)cc1S(=O)(=O)N1CCOCC1	0%	5%	1%	17%	23	i	1%	?	-1
c1ccc(CNc2ncnc3c2cnn3-c2ccccc2)cc1	3%	7%	1%	?	?	-12%[57.5 µM]	?	2.6µM*	0
O=C(Nc1ccccc1N1CCCC1)c1ccccc1F	?	15%	-7%	25%	4	-4%	0%	?	3

The listing continues:
SMILES	GLP1R inv ag	GLP1R ag	aSyn rescue	TDP-43 yeast inh	D3 antag	PTHR1 agonist	HEK293 tox	KB-V1 MDR tox	DRD3 agonist
CNC(=O)Cn1nc(-c2ccc(Cl)cc2)c2ccccc2c1=O	19%&-10%	10%	0%	-4%&0%	9	i	-3%&-5%	11%&2%	-5&18
COc1cc(Cl)cc(C=O)c1OCC(=O)O	11%	-5%	7%	-11%	19	i	22%	23%	9
O=C(O)C1CC=CCC1C(=O)Nc1ccccc1Cl (stereo not given)	9%	-1%	4%	5%	-21	-24%[57.5 µM]	5%	-12%	5
COc1ccc(CNS(=O)(=O)c2ccc3c(c2)NC(=O)C(C)C(=O)N3)cc1 (stereo not given)	-2%	nt	nt	-15%	nt	8%	5%	nt	-11
COc1ccccc1-c1nnc(NC(=O)c2ccc(S(=O)(=O)N3CCCC3)cc2)o1	?	-4%	-4%	16%	2	i	3%	?	4
COC(=O)c1c(NC(=O)C(C)(C)C)sc2c1C(C(=O)OC)CC2 (stereo not given)	0%	18%	-3%	22%	10	i	-15%	21µM*	1
CC(C)NC(=O)Cn1c(=O)nc(-c2ccccc2F)c2cc(Cl)ccc21	9%	nt	nt	7%	nt	-65%[inhibitor]	11%	nt	-11
COc1ccc(CNC(=O)c2ccc(NC(=O)N3CCSc4ccccc43)cc2)cc1	-2%	nt	nt	12%	nt	i	3%	6%	0
CN(C)c1ccc(C=Nc2ccc(N(C)C)cc2)cc1	?	-16%	-10%	-5%	-29	-13%	-28%	4%	-6
CN(C)c1ccc(C(CNC(=O)COc2ccc(Cl)cc2)N2CCCC2)cc1 (stereo not given)	11µM*	13%	3%	18%	-4	i	-22%	4%	-9
COc1ccc([C@H]2CC(=O)C[C@@H](CCn3cc(-c4ccc(F)cc4)nn3)O2)cc1	5%	4%	-5%	17%	30	-9%	6%	?	6
CC1Cc2ccccc2N1C(=O)CSc1nn2c(=O)c(C(C)(C)C)nnc2s1 (stereo not given)	?	-2%	5%	16%	15	-31%[inhibitor]	?	0%	2
COc1ccc(C(C)(C)C)cc1NC(=O)COC(=O)c1nc2nccc(C)n2n1	-19%	1%	4%	16%	-4	-21%	7%	-23%	3
COc1ccc(-c2ccc(SCC(=O)NC3CCCCC3)nn2)cc1OC	72%[activator]	31%	5%	23%	7	-37%[inhibitor]	-12%	?	0
CCOc1ccc(/C(O)=C2/C(=O)C(=O)N(CC3CCCO3)C2c2cccs2)cc1 (stereo not given)	9%	-5%	-3%	7%	0	-21%	6%	?	-4
COc1ccccc1N1CCN(C(=O)c2nn(C)c3c2CS(=O)(=O)c2ccccc2-3)CC1	-17%&12%	8%	2%	?	-16	-2%	-5%&-3%	?	-4&6
CCC(=O)c1ccccc1OCCN1CCN(CC)CC1	15%	0%	1%	-8%	-24	-14%	6%	-9%	0
Cc1c(C(=O)N/N=C/C(C)C)[nH]c2c([N+](=O)[O-])cccc12	?	2%	-9%	-12%[9.22 µM]	0	i	?	?	-7
CC(C)OCCCn1c(SCC(=O)N2CCc3ccccc32)nc2ccccc2c1=O	-14%	1%	4%	16%	-2	-27%	4%	-11%	3
CN(C)c1ccc2nsnc2c1[N+](=O)[O-]	21%	5%	-10%	-16%[1.82 µM]	-17	i	-30%	-8%	-7
O=C(c1cccc(Br)c1)c1cn(-c2ccccc2)nc1C(=O)c1ccccc1	3.5µM*	0%	-7%	-12%	-29	i	7%	12µM*	-9
Cc1ncc(CO)c(/C=N/NC(=S)Nc2ccc(F)cc2)c1O	-26%	-4%	2%	20%	12	i	46%[activator]	-12%	3
Cc1ccc(NC(=O)c2cc(S(=O)(=O)NCCC3=CCCCC3)ccc2F)cc1	?	-7%	9%	22µM*	12	-25%	?	2.3µM*	-5
C/C(=N\NC(=O)Cc1c(F)cccc1Cl)c1cccnc1	0%	-6%	1%	3%	4	i	2%	-1%	-8
O=C(O)/C=C/C(=O)Nc1nc(-c2ccc3ccccc3c2)cs1	61%[activator]	-7%	12%	4%	23	i	-9%	0%	-10
Cc1ccnc(NC(=O)Cc2ccc(-c3ccccc3)cc2)c1	?	0%	5%	14µM*	4	-18%	-10%	?	4
O=C(CSCc1c(F)cccc1Cl)NCC1CCCO1 (stereo not given)	-19%	-4%	-3%	-21%	-12	-5%[57.5 µM]	-6%	14%	6
COc1ccc(S(=O)(=O)NCCc2ccncc2)cc1	6%	-5%	0%	8%	6	-16%	-19%	0%	3
C=CCn1c(C)cc(C(=O)CSc2nnc3c(Cl)cc(Cl)cn23)c1C	?	3%	1%	?	-22	-8%[57.5 µM]	12%	-18%	-8
O=C(CCN1C(=O)c2ccccc2C1=O)NCc1ccccc1	32%[activator]	0%	-8%	7%	19	i	2%	-7%	-3
Cc1cc(N2CCC(C(=O)NC3CC3)CC2)nc(-c2ccccc2)n1	0%	-4%	3%	5%	-23	i	-19%	-23%	-3
Fc1cccc(C2NC(=S)NC3=C2N2CCC3CC2)c1 (stereo not given)	0%	2%	-4%	-6%	9	-21%[57.5 µM]	11%	-14%	4
COC(=O)c1cccc(NC(=O)c2ccc[n+]([O-])c2)c1	6%	-6%	1%	7%	3	-6%	-1%	6%	3
CCOc1ccc(OCCC(=O)N(CC)CC(=O)Nc2ccccc2C(F)(F)F)cc1	-19%	2%	5%	6%	21	-1%	19%	-3%	4
Cc1ccc(C(=O)c2c(NC(=O)c3cccnc3)sc3c2CCCC3)cc1	?	17%	7%	?	-26	i	-14%	7%	4
O=C(c1ccco1)N1CCN(S(=O)(=O)c2ccc(Br)s2)CC1	?	-1%	3%	15%	8	-8%[57.5 µM]	-10%	-3%	7
CCOC(=O)c1c(NC(=O)c2cc(=O)c3c(C)cc(C)cc3o2)sc(C(C)=O)c1C	9%	nt	nt	34%	nt	i	3%	-3%	-3
O=C(C[N+]1(CC#Cc2ccccc2)CCOCC1)c1ccccc1	?	13%	3%	24%	-5	i	?	-12%	2
O=C(NNC(=S)NC(=O)c1ccccc1[N+](=O)[O-])c1ccccc1	0%	-21%	9%	16%	72	-37%[inhibitor]	-6%	-9%	2
COc1ccc(N(CC(=O)Nc2cccc(Cl)c2C)S(=O)(=O)c2c(C)nn(C)c2C)cc1	0%	1%	nt	23%	nt	-24%	0%	-10%	2

These rows are one share of the data (hit frequency here may not be typical).
